# High-throughput results (PubChem BioAssay)
# HCT116 bCat-KO: primary screen for growth suppressors in beta-catenin knockout HCT116 cells (colon tumor, human); HCT116 beta-catenin knockout viability, CellTiter-Glo, 60 h; stronger effect = lower value; AID 818, 2007; actives 1.5% (n = 140,000); viability, % at 10 µM;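 active = viability at or under a set limit, the compound median less 4 SD, cut at about 6% in these data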;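 note: 0% = Hyamine 1622 control at 20 µM and 100% = untreated cell control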
# Measles CPE: compounds protecting cells from measles virus cytopathic effect, primary screen, measles RdRp inhibitor project, single point, MLSMR library, absorbance. protection (pct of control), % at 4 µM. AID 841, 2007. actives 1.5% (n = 140,000). Measles virus-infected cells, CPE protection; in the data active = protection mostly above about 24%, no sharp cut-off; inactive = mostly below about 26%; note: some compounds called inactive have numbers as strong as hits
# E-sel TNF inh: E-selectin induction blockers in HUVEC – imaging, immunofluorescence, high content, primary screen; HUVEC TNFa-induced E-selectin immunofluorescence; inhibition, % at 2 µM; actives 0.71% (n = 120,000);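 active = inhibition above the batch mean plus 3 SD, and confirmed as a hit on visual image review, cut at about 43% in these data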;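 note: 0% = TNF-stimulated DMSO wells and 100% = unstimulated control wells; not every result past the cut was called active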
# Yeast life ext: compounds extending yeast replicative lifespan, primary screen, S. cerevisiae, OD615; S. cerevisiae growth with nicotinamide; deaD strain in restrictive glucose medium; inhibition of the nicotinamide effect, % at 10 µM; actives 0.68% (n = 130,000); AID 775, 2007;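 active = inhibition above a set limit, placed 3 SD over the median of all compounds, cut at about 26% in these data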;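 note: 0% = nicotinamide-treated wells and 100% = cells grown without nicotinamide; some compounds called inactive have numbers as strong as hits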
#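 assay system = DeaD-strain S. cerevisiae | buffer or medium = restrictive glucose medium | reagent = 1.5 mM nicotinamide | compound = 10 µM single point, 0.25% DMSO | incubation = 48 h compound exposure at 30 °C, humidified | signal = OD615 measurement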
# MRP1 act: H69AR viability gain despite doxorubicin, primary screen, MRP-1 activator project, H69AR cells, CellTiter-Glo; viability rescue; viability increase, % at 10 µM; actives 0.61% (n = 140,000); AID 799, 2007;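 active = viability gain under doxorubicin at or above a set limit, the compound median plus 3 SD, cut at about 4.7% in these data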;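 note: MRP-1 overexpressing cells given doxorubicin 25 µM after compound pretreatment; 18-22 h compound pretreatment then 72 h with doxorubicin before readout; 0% = doxorubicin-only wells and 100% = vehicle-treated cells without doxorubicin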
# Phagocytosis inh: inhibitors of macrophage phagocytosis, primary screen, imaging, J774A.1 cells, IgG beads; J774A.1 macrophage IgG-bead phagocytosis; inhibition, % at 5 µM; actives 0.07% (n = 110,000); AID 1029, 2008;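 active = inhibition above the mean of the plate negative controls plus 5 SD, cut at about 13% in these data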;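 note: phagocytic index as fraction of beads internalized from green versus red external bead signal; plate controls were DMSO negative control for no effect and cytochalasin-D positive control for full effect; some results beyond the cut were filed as inactive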
# NPY Y2 blocker: NPY-Y2 receptor antagonists, primary screen, cell-based. NPY-Y2 expressing cells, antagonist mode. Neuropeptide Y receptor type 2 (Homo sapiens), P49146. inhibition, % at 2.7 µM. actives 0.99% (n = 140,000); in the data active = inhibition above about 17%;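 note: 0% = vehicle with agonist challenge and 100% = reference antagonist with challenge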
# Target sequence (P49146 whole entry, looked up): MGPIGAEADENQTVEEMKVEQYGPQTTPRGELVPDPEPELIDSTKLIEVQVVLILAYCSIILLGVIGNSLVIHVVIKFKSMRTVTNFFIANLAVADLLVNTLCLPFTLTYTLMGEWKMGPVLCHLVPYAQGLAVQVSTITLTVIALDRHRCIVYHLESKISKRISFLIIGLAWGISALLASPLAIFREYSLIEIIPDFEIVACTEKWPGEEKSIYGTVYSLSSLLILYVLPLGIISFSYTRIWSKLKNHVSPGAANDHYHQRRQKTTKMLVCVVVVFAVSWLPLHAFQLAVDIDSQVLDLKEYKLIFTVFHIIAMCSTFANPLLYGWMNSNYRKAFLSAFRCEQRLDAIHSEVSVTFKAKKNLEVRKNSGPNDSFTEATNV
# BB579 growth dn: growth inhibitors of yeast BB579 in restrictive medium, primary screen, yeast lifespan-shortening project, S. cerevisiae; inhibition, % at 10 µM; AID 804, 2007; actives 0.51% (n = 140,000); OD615, 48 h;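 active = inhibition above a set limit, 3 SD over the mean compound inhibition, cut at about 44% in these data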; note: inactives centre near -24
#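 Detection: OD615 turbidity measurement; Material: Saccharomyces cerevisiae DeaD strain BB579, replicative lifespan model yeast; Timing: 48 h exposure, 30 °C; Doses: single 10 µM dose; Medium: CSMM-D restrictive synthetic medium containing dextrose (glucose); Controls: amphotericin B at 10 µg/mL as positive control.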
# HCT116 PTEN-null: growth suppression of PTEN-null HCT116, primary screen, cell-based, CellTiter-Glo; HCT116 PTEN-null viability, 60 h; stronger effect = lower value; AID 827, 2007; viability, % at 10 µM; actives 1.2% (n = 140,000);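 active = viability at or below a set limit, 4 SD under the median of all tested compounds, cut at about 3.7% in these data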;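 note: PTEN knockout HCT116 line with beta catenin targeted HCT116 as companion control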
# GALR2 blocker: GALR2 antagonists in receptor-expressing cells, primary screen. Galanin receptor type 2 (Homo sapiens), O43603. antagonist mode. inhibition, % at 4 µM. actives 0.39% (n = 140,000). AID 828, 2007; in the data active = inhibition above about 27%;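 note: cells stimulated with galanin 1-16 at roughly its EC80; 0% = agonist challenge control and 100% = basal control without agonist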
# Target sequence (O43603 whole entry, looked up): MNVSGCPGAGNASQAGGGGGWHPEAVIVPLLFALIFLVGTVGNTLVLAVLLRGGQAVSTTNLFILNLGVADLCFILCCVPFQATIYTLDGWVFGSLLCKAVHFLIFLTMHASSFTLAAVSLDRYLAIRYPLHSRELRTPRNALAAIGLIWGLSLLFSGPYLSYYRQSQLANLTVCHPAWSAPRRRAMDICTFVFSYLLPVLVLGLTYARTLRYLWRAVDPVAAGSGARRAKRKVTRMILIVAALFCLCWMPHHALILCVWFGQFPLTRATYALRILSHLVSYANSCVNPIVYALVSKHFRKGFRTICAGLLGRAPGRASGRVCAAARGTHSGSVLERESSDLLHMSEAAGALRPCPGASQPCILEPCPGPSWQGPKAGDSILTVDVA
# * marks the source's active call; other numbers are inactive results; · = no result given.
# Order of results: HCT116 bCat-KO, Measles CPE, E-sel TNF inh, Yeast life ext, MRP1 act, Phagocytosis inh, NPY Y2 blocker, BB579 growth dn, HCT116 PTEN-null, GALR2 blocker
- CN(C)c1ccc(-c2nc3ccccn3c2/N=C/c2ccc(Br)cc2)cc1
    47, 2, -3, -2, -4.9, -1, -5, -35, 54, 13
- Cc1cc(Cl)ccc1OC(C)C(=O)N1CCCN(C(=O)C(C)Oc2ccc(Cl)cc2C)CC1 (stereo not given)
    15, 8, 8, -10, -2.4, 1, 17, -95, 28, -17
- c1ccc2c(N3CCCC3)nc(-c3ccncc3)nc2c1
    94, 3, 19, -5, -0.3, ·, -1, -26, 80, 13
- CCC(C)NC(=O)CO/N=C/c1ccc(C(=O)OC)cc1 (stereo not given)
    93, 11, 5, -14, 0.1, 0, 3, -51, 93, -12
- COC(=O)/C=C/c1ccsc1NC(C)=O
    92, 6, 6, -1, -1.7, 0, 1, -28, 97, 4
- CSc1c(CC(=O)Nc2ccccc2C(F)(F)F)n(Cc2ccccc2)c2ccccc12
    79, 7, ·, 13, -2.2, -8, 11, -54, 72, -11
- O=c1cc(N2CCOCC2)[nH]c(=O)n1Cc1ccc(F)cc1
    102, 8, ·, -9, -1.5, 0, 1, -22, 100, 13
- CCCCCCCNC(=O)c1ccc(N2CCC3(CC2)OCCO3)c([N+](=O)[O-])c1
    78, 5, -7, 3, 0.7, -2, 3, -35, 78, -2
- CCOC(=O)c1c(NC(=O)CSc2nnc(N)s2)sc(C)c1-c1ccc(C)cc1
    61, 1, -25, -3, -1.8, -14, 2, -49, 63, -6
- CCCOc1cccc(-c2nnc(N)s2)c1
    95, 8, 10, -9, -3.3, -1, -1, -25, 100, 5
- CC(C)NS(=O)(=O)c1ccc(N2C(=O)c3ccccc3C2=O)cc1
    91, 18, ·, -2, 0.7, -1, -1, -37, 95, -7
- CC1=NN(c2ccccc2)C(=O)C1(C)C
    92, 7, 10, -18, -1.0, ·, 2, -45, 98, 3
- CCOC(=O)C(C)Sc1nnc(Cn2c(=O)sc3ccccc32)n1-c1ccccc1 (stereo not given)
    81, 22, ·, -6, -2.3, 1, 3, 6, 82, 5
- COc1cccc2c1N1C(=O)c3c(C(=O)O)cccc3C1CC2(C)C (stereo not given)
    91, 8, -9, 44, -1.2, -1, -1, -18, 89, -3
- COc1ccc(/C=C/c2c([N+](=O)[O-])c(=O)n(C)c(=O)n2C)cc1O
    58, 5, -3, -14, -2.4, ·, 2, -12, 56, -2
- O=C(CSc1nccn1-c1ccccc1)Nc1ccc2c(c1)OCO2
    85, 5, 0, -27, -0.8, 0, 4, -19, 94, -6
- CCN(C(=O)CSc1cc(-c2ccccc2)c2ccc(OC)cc2n1)C1CCS(=O)(=O)C1 (stereo not given)
    75, 10, 7, -5, -4.3, -5, 1, -2, 78, -5
- O=Cc1c(C(=O)O)n(CC(=O)O)c2ccccc12
    99, 20, ·, 3, 1.5, -8, -1, -5, 91, -2
- CCCCCOC(=O)Nc1nnc(CCC)s1
    90, 5, 22, -33, -1.7, 3, 5, -29, 100, 6
- CCN1CCN(c2nc3ccccc3nc2C(C#N)C(=O)OC2CCCCC2)CC1 (stereo not given)
    80, 4, -17, -28, -6.1, 5, 7, -36, 96, 5
- CC(C)Cn1c(/C=C/c2ccco2)nc2ccccc21
    67, 9, -25, -8, -3.3, -9, 1, -33, 68, 4
- CC1(c2ccc3c(c2)OCO3)NC(=O)N(CC(=O)Nc2ccc(N3CCOCC3)cc2)C1=O (stereo not given)
    95, 4, ·, -8, 0.7, -2, 2, 12, 93, 8
- COCCNC(=O)c1ccc(Cn2c(=S)[nH]c3cc4c(cc3c2=O)OCO4)cc1
    113, 37, ·, -10, 0.0, -2, -2, -7, 94, 4
- C=CCn1c(C)cc(C(=O)CSc2nnc(Cc3ccccc3)o2)c1C
    92, 6, ·, 0, 0.0, 0, 7, 34, 103, -6
- COCCn1cnnc1SCC(=O)Nc1ccccc1C(=O)Nc1ccc2c(c1)OCO2
    90, 5, -17, -4, -0.8, -2, 1, -6, 92, 1
- CS(=O)(=O)N1CCCC(C(=O)NCc2ccccn2)C1 (stereo not given)
    90, 1, ·, -11, -0.3, 0, -3, -27, 90, 4
- O=c1nc2n(c3ccc(Br)cc13)CCS2
    82, 15, -13, ·, 0.1, ·, -1, 29, 107, 0
- CCC(=NC(C)c1ccccc1)c1c(O)n(C)c(=O)n(C)c1=O (stereo not given)
    19, 23, 3, -6, 0.2, ·, 1, -79, 41, 17
- CCOC(=O)c1cnc(SC)nc1Oc1cccc(NS(=O)(=O)c2ccc(F)cc2)c1
    97, 5, ·, 2, 1.1, -1, 1, -33, 93, 0
- CC(=O)c1ccc(NC(=O)Nc2ccc(NS(=O)(=O)c3ccc(C)cc3)cc2)cc1
    73, 16, 38, 4, -1.7, -1, -9, -24, 74, 13

# The list goes on, overlapping the part above by 2 compounds.
# Order of results: HCT116 bCat-KO, Measles CPE, E-sel TNF inh, Yeast life ext, MRP1 act, Phagocytosis inh, NPY Y2 blocker, BB579 growth dn, HCT116 PTEN-null, GALR2 blocker
- CCOC(=O)c1cnc(SC)nc1Oc1cccc(NS(=O)(=O)c2ccc(F)cc2)c1
    97, 5, ·, 2, 1.1, -1, 1, -33, 93, 0
- CC(=O)c1ccc(NC(=O)Nc2ccc(NS(=O)(=O)c3ccc(C)cc3)cc2)cc1
    73, 16, 38, 4, -1.7, -1, -9, -24, 74, 13
- CSc1ccc(/C=N/NC(=O)c2cc(O)cc(O)c2)cc1
    67, 14, ·, 1, 0.0, 0, 1, -4, 70, 5
- Cc1nc2cc(C(F)(F)F)ccc2n1C1CCN(CC(=O)N2CCOCC2)CC1
    99, 12, -2, -8, -3.0, ·, 2, -6, 90, -3
- Brc1ccc(-c2nnc3ccc(N4CCN(c5ccccc5)CC4)nn23)cc1
    78, 18, ·, -12, -0.2, 0, -2, -23, 79, 3
- CCCCCCCCNC(=O)/C(C#N)=C/c1ccc2c(c1)OCCO2
    93, 20, -15, 5, -1.1, ·, 10, -24, 94, -8
- CCCOC(=O)c1sc2nc3c(cc2c1N)C(=O)CCC3
    107, 8, ·, -16, -0.1, 0, -2, -26, 113, -3
- CC(=C/c1ccccc1)/C=N/NC(=O)CSc1nc(C)cc(C)n1
    92, 7, -23, -2, 1.5, -7, 9, -29, 87, -1
- COc1cccc(C(=O)Nc2cccc(OC(C)=O)c2)c1
    107, 23, -6, -15, -1.3, 8, -1, -32, 90, -2
- OCCOCCn1c2ccccc2c2ccccc21
    92, 7, ·, -14, -1.2, -1, 2, -10, 102, -17
- O=C(N/N=C\c1ccccn1)C1COc2cc3ccccc3cc2O1 (stereo not given)
    78, 10, -8, -13, -0.1, ·, 1, -67, 90, 0
- Cc1[nH]c(=O)[nH]c(=O)c1S(=O)(=O)Nc1ccc(Oc2ccccc2)cc1
    94, 2, -1, -4, -1.3, 2, 2, -33, 102, -5
- CCOc1cc2[nH]c(=S)n(CCCN(CC)CC)c(=O)c2cc1OCC
    78, 8, -57, ·, -1.8, ·, 0, 2, 81, -2
- COCc1cc(=O)n2[nH]c(-c3ccccc3)cc2n1
    100, 5, -8, -3, -0.6, 1, -3, -25, 88, -8
- O=C(NCc1cccs1)C1CCCN1C(=O)NC1CCCCC1 (stereo not given)
    97, 11, 1, -6, 0.5, -1, -1, -2, 95, 11
- O=C(Nc1ccccc1NC(=O)c1ccco1)c1ccco1
    52, -2, ·, -11, 0.8, -1, -1, 11, 60, 4
- CCCc1[nH]nc2c1C(c1ccc(OC)c(Cn3nnc4ccccc43)c1)C(C#N)=C(N)O2 (stereo not given)
    74, 11, 2, 2, -3.5, 1, 2, -38, 70, 0
- CCN(/N=C/c1ccc(N(C)C)cc1)c1nc2ccccc2[nH]1
    88, 5, -4, 2, -2.4, -2, 4, -55, 84, 7
- O=C(O)C1CCCCN1S(=O)(=O)c1cccc2nsnc12 (stereo not given)
    96, 3, -31, 0, -2.4, -12, 1, -10, 99, -14
- O=S(=O)(c1cccc(S(=O)(=O)N2CCC(N3CCCCC3)CC2)c1)N1CCOCC1
    98, 10, -5, -9, 0.5, -1, 2, -30, 97, -1
- COc1ccc(C(=O)N2CCN(c3ccc(C)cc3)CC2)cc1OC
    95, 2, 6, -5, 2.1, 0, 1, -39, 98, 0
- COc1ccc(-n2c(=S)[nH]c3cc(C(=O)NCCCN4CCCC4=O)ccc3c2=O)cc1
    5.2*, 8, -9, -14, -0.9, ·, 3, -34, 13, -1
- COC(=O)C1(C(=O)OC)Sc2ccccc2C1=O
    94, 15, -17, -1, -1.0, -2, 1, -14, 103, -7
- Cc1ccc(CCNC(=O)CC2Oc3ccc(C)cc3NC2=O)cc1 (stereo not given)
    97, 12, ·, -1, -2.0, 0, 8, -14, 81, 1
- COc1ccc(Br)cc1CN(C)CC(=O)Nc1c(Cl)ccc(C)c1Cl
    89, 11, ·, 5, -0.4, -4, 2, -16, 100, 0
- CC(C)CC(NS(=O)(=O)c1ccc2c(c1)oc(=O)n2C)C(=O)N1CC=C(c2ccccc2)CC1 (stereo not given)
    82, 4, -4, -2, -2.7, 0, 3, 1, 69, -9
- Cc1nn(-c2ccccc2)c2c1/C(=N/O)CC(C)(C)C2
    87, 3, ·, -10, -1.0, 0, 4, -29, 80, 15
- O=C(Nc1ccc(-c2nc3ccccc3s2)cc1)c1cc(-n2cnnc2)ccc1Cl
    10, 6, -41, -5, -0.8, -1, 0, -24, 13, -11

# No new results follow: an excerpt of the list.
# Order of results: HCT116 bCat-KO, Measles CPE, E-sel TNF inh, Yeast life ext, MRP1 act, Phagocytosis inh, NPY Y2 blocker, BB579 growth dn, HCT116 PTEN-null, GALR2 blocker
- COc1ccc(Br)cc1CN(C)CC(=O)Nc1c(Cl)ccc(C)c1Cl
    89, 11, ·, 5, -0.4, -4, 2, -16, 100, 0
- CC(C)CC(NS(=O)(=O)c1ccc2c(c1)oc(=O)n2C)C(=O)N1CC=C(c2ccccc2)CC1 (stereo not given)
    82, 4, -4, -2, -2.7, 0, 3, 1, 69, -9
- Cc1nn(-c2ccccc2)c2c1/C(=N/O)CC(C)(C)C2
    87, 3, ·, -10, -1.0, 0, 4, -29, 80, 15
- O=C(Nc1ccc(-c2nc3ccccc3s2)cc1)c1cc(-n2cnnc2)ccc1Cl
    10, 6, -41, -5, -0.8, -1, 0, -24, 13, -11
